Compound activity (PubChem)
TRHR ag = activates the human TRH receptor | activation, % at 2 µM | 0.18% of 360,000 active | TRHR cells, calcium flux fluo-8, FDSS agonist mode | P34981; in the data active = activation above about 30%; note: 0% is about no effect
Target sequence (P34981 whole entry, looked up): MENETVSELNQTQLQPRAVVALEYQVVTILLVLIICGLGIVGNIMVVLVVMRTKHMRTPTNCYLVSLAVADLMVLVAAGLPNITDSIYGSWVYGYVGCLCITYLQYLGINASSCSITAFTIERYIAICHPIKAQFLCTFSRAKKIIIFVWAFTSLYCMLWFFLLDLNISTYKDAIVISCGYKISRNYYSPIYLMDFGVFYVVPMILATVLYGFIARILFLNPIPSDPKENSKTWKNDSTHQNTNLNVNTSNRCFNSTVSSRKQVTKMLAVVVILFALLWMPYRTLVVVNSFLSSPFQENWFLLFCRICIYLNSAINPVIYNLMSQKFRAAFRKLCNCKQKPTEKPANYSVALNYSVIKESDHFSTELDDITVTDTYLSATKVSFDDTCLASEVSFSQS
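Read-out: compound-evoked intracellular calcium rise in TRHR cells, fluo-8 dye, kinetic FDSS fluorescence at 1 s/cycle following a 10-cycle baseline. Cells cultured overnight before dye loading (30 min–1.5 h, RT).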
D1 antag = blocks dopamine activation of the human D1 receptor; 3.2% of 360,000 active; activity change, negative = inhibition, % at 10 µM; AID 504652; HEK293 TREx D1 cells, calcium flux, dopamine EC80; hits give low values; P21728; in the data active = activity change below about -30%; note: % is set by controls: 0 for no effect and ±100 for the full control effect
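Using tetracycline-induced force-coupled D1 Hek293 cells and a calcium dye, signals were followed for 180 s after compound, then for 180 s after EC80 dopamine, to detect inhibitors.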
TRHR PAM = allosteric enhancers of human TRH receptor; P34981; TRHR cells, fluo-8 calcium fluorescence, EC20 TRH enhancement; AID 493056; enhancement, % at 2 µM; 0.66% of 360,000 active; in the data active = enhancement above about 30%; note: 0% is about no effect
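TRHR-expressing cells loaded with fluo-8 calcium dye were read kinetically (ex 480/em 530) during compound addition, then stimulated with an EC20 of TRH (10 nM final). Enhancement of the Gq-mediated intracellular calcium response was scored.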
RXFP1 antagonist = blocks the human relaxin receptor RXFP1; HEK293-RXFP1, relaxin-stimulated cAMP HTRF, 30 min; hits give low values; activity change, negative = inhibition, % at 57.5 µM; 0.59% of 350,000 active; AID 1259400;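 active = activity change of -60% or lower, but not beyond a set lower limit; inconclusive = change between -60% and -40%, or beyond the set limit; inactive = change above -40%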; note: % is set by controls: 0 for no effect and ±100 for the full control effect
Anesthetic bind = binds horse apoferritin like a general anesthetic | apoferritin/1-aminoanthracene competitive binding, fluorescence | Potency, µM (titrated, usually from 77.5 µM), for the others: at the top dose activity change, negative = displacement, most hits filed as inhibitors | 0.074% of 350,000 active; note: potency is the fitted concentration of half-maximal effect; % is set by controls: 0 for no effect and ±100 for the full control effect; nearly all actives have a fitted effect of over 20% in size
Target sequence (P02791 2-175 limits assumed): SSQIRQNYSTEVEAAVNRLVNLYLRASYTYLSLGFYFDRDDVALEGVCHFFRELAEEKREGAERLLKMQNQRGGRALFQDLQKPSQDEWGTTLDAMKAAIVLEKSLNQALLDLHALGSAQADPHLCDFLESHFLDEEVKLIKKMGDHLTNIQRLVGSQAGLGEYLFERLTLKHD
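Read-out: endpoint 1-AMA fluorescence, excitation 380 nm and emission 535 nm, after compounds sit 10 min at room temperature with 10 uM horse-spleen apoferritin in 50% saturated 1-AMA/PBS. Values come from four-parameter Hill fits.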
D1 agonist = agonists of human D1 dopamine receptor; P21728; HEK293 T-REx D1 cells, calcium flux, agonist mode; activation, % at 2 µM; 1% of 360,000 active; AID 504660; in the data active = activation above about 30%; note: 0% is about no effect
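Inducible HEK293 T-REx D1 cells, force-coupled to calcium signalling, were plated at 4000 cells/well with tetracycline and held overnight at 30 C. After no-wash calcium dye loading, compound-evoked calcium rise over 180 s flagged agonists.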
D2 PAM = positively modulates the human D2 dopamine receptor allosterically; HEK293 T-REx D2, calcium flux, EC20 dopamine potentiation; potentiation, % at 10 µM; 0.34% of 340,000 active; AID 485347;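 active = potentiation over 3 SD above the plate norm, cut at about 30% in these data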; note: 0% is about no effect
Target sequence (P14416 whole entry, looked up): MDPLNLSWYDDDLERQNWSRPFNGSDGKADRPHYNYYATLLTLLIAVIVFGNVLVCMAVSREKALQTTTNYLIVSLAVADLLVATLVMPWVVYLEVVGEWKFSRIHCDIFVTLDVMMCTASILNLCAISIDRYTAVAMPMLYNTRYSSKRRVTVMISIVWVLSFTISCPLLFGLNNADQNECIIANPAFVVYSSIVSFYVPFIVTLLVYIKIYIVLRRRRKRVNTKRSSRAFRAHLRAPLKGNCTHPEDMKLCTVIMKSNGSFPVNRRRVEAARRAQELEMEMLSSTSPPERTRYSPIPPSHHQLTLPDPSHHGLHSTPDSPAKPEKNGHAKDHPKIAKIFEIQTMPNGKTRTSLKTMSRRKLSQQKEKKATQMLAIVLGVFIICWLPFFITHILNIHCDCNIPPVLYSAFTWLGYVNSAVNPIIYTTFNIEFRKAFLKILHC
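Primary screen. Calcium kinetics in induced HEK293 T-REx D2 cells: compound pre-addition 180 s, EC20 dopamine, 180 s more.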
D1 PAM = potentiators of human D1 dopamine receptor; P21728; AID 504651; potentiation, % at 10 µM; HEK293 TREx D1 cells, calcium flux, dopamine EC20 potentiation; 0.036% of 360,000 active; in the data active = potentiation above about 30%; note: 0% is about no effect
RXFP1 ag = agonists of human relaxin receptor RXFP1; Q9HBX9; HEK293T-RXFP1 cAMP TR-FRET, 30 min; response scale: percent of porcine relaxin response, buffer zero; Potency, µM (highest dose often 57.5 µM), for the others: at the top dose activation, usual class: activators; 0.3% of 370,000 active; AID 2676; note: potency is the fitted concentration of half-maximal effect; % is set by controls: 0 for no effect and ±100 for the full control effect; nearly all actives have a fitted effect of over 60% in size; many of its hits are not listed in these tables
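cAMP rise read by TR-FRET after 30 min, 37C compound exposure (up to 58 uM) in RXFP1-transfected HEK293 cells with Ro 20174 present. EC50 from Hill-equation fits, with 29 nM porcine relaxin as 100% and buffer as basal.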
* marks the source's active call; other numbers are inactive results; & = joins results of further samples. Unless noted, calls come from the whole dose curve; as a rule, active = well fitted curve in the direction sought with a large enough effect; inconclusive = small, poorly fitted or top-dose-only effect, or another doubt; inactive = no such curve, though single readings can be large; an effect the other way counts as inactive or inconclusive.

`O=C1c2ccccc2NC(c2cnc3ccccc3n2)N1O` (configuration not stated) gave TRHR ag -0.1, D1 antag 1, TRHR PAM 2, RXFP1 antagonist -7, Anesthetic bind -9%, D1 agonist 4, D2 PAM 5, D1 PAM -2 and RXFP1 ag 15%.
Screening Cc1ccc(-n2nc3c(N4CCC(C(=O)NCCc5ccccc5C)CC4)nnc(C)c3c2C)cc1 returned TRHR ag 1.9&-0.7, D1 antag 12&25, TRHR PAM -1&2, RXFP1 antagonist 6&-9, Anesthetic bind inconclusive, D1 agonist 2&3, D2 PAM 4&8, D1 PAM -1&-1 and RXFP1 ag inconclusive.
For COc1ccc(NC(=O)NNC(=O)c2ccc(Cl)cc2Cl)cc1OC the results were TRHR ag 0.2, D1 antag -4, TRHR PAM 0, RXFP1 antagonist -9, Anesthetic bind inconclusive, D1 agonist 2, D2 PAM 3, D1 PAM 1 and RXFP1 ag 2.3%.
For CCCCOc1ccc(N(CC(=O)NC(C)(C)C)C(=O)CCC(=O)Nc2nccs2)cc1 the results were TRHR ag 0.3, D1 antag 28, TRHR PAM 2, RXFP1 antagonist 2, Anesthetic bind -14%, D1 agonist -1, D2 PAM 9, D1 PAM -1 and RXFP1 ag -0.6%.
`Cc1ccc(S(=O)(=O)Nc2cc(C)cn(Cc3ccc(F)cc3)c2=O)cc1` gave TRHR ag -0.2, D1 antag 4, TRHR PAM 1, RXFP1 antagonist -23, Anesthetic bind -21%, D1 agonist 4, D2 PAM -8, D1 PAM -1 and RXFP1 ag -0.7%.
O=C1OC(c2ccc(F)cc2)=N/C1=C\C=C/c1ccccc1 was read as TRHR ag 0.5, D1 antag 2, TRHR PAM 1, RXFP1 antagonist 1, Anesthetic bind 0%, D1 agonist 3, D2 PAM -1, D1 PAM 0 and RXFP1 ag -2.0%.
For CN1C(=O)CC(C(=O)Nc2ccc(F)cc2)SC1=Nc1ccc2c(c1)OCO2 (configuration not stated) the results were TRHR ag 1.4, D1 antag -15, TRHR PAM 8, RXFP1 antagonist -4, Anesthetic bind -8%, D1 agonist 1, D2 PAM 10, D1 PAM -4 and RXFP1 ag -1.6%.
Cc1cccc(C(=O)NCc2nnc3c4ccccc4c(-c4ccccc4)nn23)c1 was read as TRHR ag -1.9, D1 antag 12, TRHR PAM -8, RXFP1 antagonist -5, Anesthetic bind 5%, D1 agonist 1, D2 PAM -4, D1 PAM -8 and RXFP1 ag 9.0%.
`Cc1c(CCO)c(=O)n(C)n1C(=O)c1ccc(Cl)cc1` gave TRHR ag -0.5, D1 antag 1, TRHR PAM 1, RXFP1 antagonist -2, Anesthetic bind -11%, D1 agonist 1, D2 PAM -8, D1 PAM 0 and RXFP1 ag 1.6%.
For CCOc1cc(/C=C2\C(=O)ON=C2c2ccccc2)cc(Br)c1O the results were TRHR ag 1.9, D1 antag -6, TRHR PAM 0, RXFP1 antagonist 0, Anesthetic bind -4%, D1 agonist 3, D2 PAM 4, D1 PAM 6 and RXFP1 ag 3.8%.
`COc1ccccc1N1CCN(CCN2C(=O)C3CCCN3C2=O)CC1` (configuration not stated) gave TRHR ag 0.1, D1 antag 6, TRHR PAM -8, RXFP1 antagonist 2, Anesthetic bind 3%, D1 agonist 2, D2 PAM -7, D1 PAM -11 and RXFP1 ag -3.7%.
`COc1ccc(NC(=O)c2ccc(-c3ccccc3C(F)(F)F)o2)cc1` gave TRHR ag 0.3, D1 antag -4, TRHR PAM -1, Anesthetic bind -23%, D1 agonist -1, D2 PAM -23, D1 PAM -5 and RXFP1 ag 1.5%.
CCOC(=O)C1=C(C)NC(C)=C(C(=O)OCC)C1c1cccc(C)n1 was read as TRHR ag -1.7, D1 antag -7, TRHR PAM 3, RXFP1 antagonist -1, Anesthetic bind 25%, D1 agonist 0, D2 PAM -4, D1 PAM 0 and RXFP1 ag -0.6%.
`Cc1ccc(S(=O)(=O)N2CCN(C(=O)C3CC3C)CC2)c(C)c1` (configuration not stated) gave TRHR ag 0.2, D1 antag -7, TRHR PAM 6, RXFP1 antagonist 0, D1 agonist 4, D2 PAM 0, D1 PAM -5 and RXFP1 ag 0.2%.
For O=C(c1ccc(Br)o1)N1CCN(Cc2ccc3c(c2)OCO3)CC1 the results were TRHR ag 0.0, D1 antag 1, TRHR PAM 4, RXFP1 antagonist 9, Anesthetic bind -20%, D1 agonist 1, D2 PAM -23, D1 PAM 3 and RXFP1 ag 0.2%.
`COc1ccc(S(=O)(=O)N2CCN(C(=S)NC3CCCCC3)CC2)cc1` gave TRHR ag -0.2, TRHR PAM 17, RXFP1 antagonist -14, Anesthetic bind -2%, D1 agonist 0, D2 PAM 4, D1 PAM -8 and RXFP1 ag -1.4%.
For O=C(CSc1ccccn1)Nc1cccc(S(=O)(=O)N2CCCC2)c1 the results were TRHR ag 0.1, D1 antag -4, TRHR PAM 2, RXFP1 antagonist 7, D1 agonist 15, D2 PAM 2 and RXFP1 ag 0.4%.
Screening COc1cccc(CN(C)C(=O)c2ccc3c(=O)n4c(nc3c2)CCC4)c1OC returned TRHR ag 1.5, D1 antag 12, TRHR PAM 8, RXFP1 antagonist -5, Anesthetic bind -10%, D1 agonist 1, D2 PAM -5, D1 PAM -5 and RXFP1 ag 2.1%.
Cc1ccc(SCCC(=O)Nc2ccccc2C(=O)N2CCOCC2)cc1 was read as TRHR ag -0.1, D1 antag 5, TRHR PAM 7, Anesthetic bind -2%, D1 agonist 6, D2 PAM 4, D1 PAM -5 and RXFP1 ag 1.9%.
Screening O=C(c1cccn1-c1nnc(N2CCCCC2)s1)N1CCN(c2ccc(Cl)cc2)CC1 returned TRHR ag -0.4, D1 antag -11, TRHR PAM -1, RXFP1 antagonist inconclusive, Anesthetic bind 0%, D1 agonist 1, D2 PAM 1, D1 PAM -2 and RXFP1 ag 0.3%.
For COc1ccc(S(N)(=O)=O)cc1C(=O)NCC1(N2CCCCC2)CCCCC1 the results were TRHR ag 0.3, D1 antag 1, TRHR PAM -3, RXFP1 antagonist -11, Anesthetic bind -6%, D1 agonist 1, D2 PAM -8, D1 PAM -11 and RXFP1 ag 1.1%.
`COc1ccc(N2CCN(C(=O)c3cccc(N4C(=O)C5CC=CC(C)C5C4=O)c3)CC2)cc1` (configuration not stated) gave TRHR ag -0.2, D1 antag -23, TRHR PAM -6, RXFP1 antagonist -13, Anesthetic bind inconclusive, D1 agonist 1, D2 PAM -12, D1 PAM -3 and RXFP1 ag 1.9%.
`Cc1c(Cl)cccc1N1C(=O)CC(NNC(=O)c2cccs2)C1=O` (configuration not stated) gave TRHR ag 0.0, D1 antag -4, TRHR PAM -1, RXFP1 antagonist -28, Anesthetic bind -6%, D1 agonist 0, D2 PAM -2, D1 PAM -5 and RXFP1 ag 2.7%.
For Cc1ccc2nc(SCC(=O)Nc3cc(C)on3)nc(=O)n2c1 the results were TRHR ag -0.1, D1 antag -1, TRHR PAM -3, RXFP1 antagonist -5, D1 agonist 0, D2 PAM -6, D1 PAM -6 and RXFP1 ag 11%.
COC(=O)Cc1[nH]n(-c2nc3ccccc3s2)c(=O)c1C(C)=Nc1ccc(Cl)cc1 was read as TRHR ag 0.8, D1 antag -2, TRHR PAM 5, RXFP1 antagonist -1, Anesthetic bind -6%, D1 agonist 1, D2 PAM 11, D1 PAM 9 and RXFP1 ag -3.3%.
O=C(Nc1cccc(C(F)(F)F)c1)c1cccnc1 was read as TRHR ag 0.0, D1 antag 0, TRHR PAM 12, RXFP1 antagonist -5, Anesthetic bind -13%, D1 agonist -1, D2 PAM -3, D1 PAM -7 and RXFP1 ag 0.8%.
CC(=O)c1ccc(NC(=S)NCCCn2ccnc2)cc1 was read as TRHR ag -0.2, D1 antag -4, TRHR PAM -1, RXFP1 antagonist -8, Anesthetic bind -3%, D1 agonist 3, D2 PAM 1, D1 PAM -7 and RXFP1 ag 2.4%.
CCN(CC)S(=O)(=O)c1ccc(OC)c(NC(=O)CC2CCCC2)c1 was read as TRHR ag -1.7, D1 antag 12, TRHR PAM -3, RXFP1 antagonist -1, Anesthetic bind -15%, D1 agonist -3, D2 PAM -12, D1 PAM -2 and RXFP1 ag 17%.
For CCn1cc(S(=O)(=O)c2ccccc2)c(=O)c2cc(F)c(F)cc21 the results were TRHR ag -0.4, D1 antag -7, TRHR PAM 43*, RXFP1 antagonist -9, Anesthetic bind -17%, D1 agonist 1, D2 PAM 18, D1 PAM 2 and RXFP1 ag 2.9%.
COc1ccc(S(=O)(=O)N2CCC(C(=O)NC(c3nc4ccccc4[nH]3)C(C)C)CC2)cc1 (configuration not stated) was read as TRHR ag 0.2, D1 antag 3, TRHR PAM -5, RXFP1 antagonist 3, D1 agonist 3, D2 PAM -5, D1 PAM -2 and RXFP1 ag -0.1%.
Screening CCCc1cn(S(=O)(=O)c2ccc(OC)cc2OC)nc1N returned TRHR ag -1.0, D1 antag -12, TRHR PAM 1, RXFP1 antagonist -16, Anesthetic bind -14%, D1 agonist -1, D2 PAM 5, D1 PAM -2 and RXFP1 ag -3.9%.
`COc1ccccc1N(C)S(=O)(=O)c1ccc(C(=O)N2CCC(C(N)=O)CC2)cc1` gave TRHR ag -0.4, D1 antag 0, TRHR PAM 4, RXFP1 antagonist -10, Anesthetic bind -15%, D1 agonist 1, D2 PAM 11, D1 PAM 0 and RXFP1 ag -0.8%.
Screening CN(C)CCOc1ccc2c(c1)Sc1ccccc1CC2=O returned TRHR ag 1.4, D1 antag -30*, TRHR PAM -5, RXFP1 antagonist 0, Anesthetic bind 14%, D1 agonist 11, D1 PAM -12 and RXFP1 ag 2.3%.
CCOc1ccc(C(=O)NCC(=O)N2CCCC2)cc1 was read as TRHR ag 0.6, D1 antag 2, TRHR PAM 19, RXFP1 antagonist -10, Anesthetic bind -1%, D1 agonist 0, D2 PAM -16, D1 PAM -1 and RXFP1 ag -2.3%.

3 compounds picked at random from those above, as already listed:
COc1ccc(S(=O)(=O)N2CCC(C(=O)NC(c3nc4ccccc4[nH]3)C(C)C)CC2)cc1 (configuration not stated) was read as TRHR ag 0.2, D1 antag 3, TRHR PAM -5, RXFP1 antagonist 3, D1 agonist 3, D2 PAM -5, D1 PAM -2 and RXFP1 ag -0.1%.
For CCn1cc(S(=O)(=O)c2ccccc2)c(=O)c2cc(F)c(F)cc21 the results were TRHR ag -0.4, D1 antag -7, TRHR PAM 43*, RXFP1 antagonist -9, Anesthetic bind -17%, D1 agonist 1, D2 PAM 18, D1 PAM 2 and RXFP1 ag 2.9%.
Screening CCCc1cn(S(=O)(=O)c2ccc(OC)cc2OC)nc1N returned TRHR ag -1.0, D1 antag -12, TRHR PAM 1, RXFP1 antagonist -16, Anesthetic bind -14%, D1 agonist -1, D2 PAM 5, D1 PAM -2 and RXFP1 ag -3.9%.

Some of the compounds tested. The share of hits here may be higher or lower than overall.
